FBW7 activator – human FBW7 E3 ligase activation, primary screen; AlphaScreen FBW7–phospho-cyclin E peptide binding, activator screen; normalized activity (activation), % at 26.1 µM; AID 1259310; Q969H0; 650,000 tested, 0.13% active; in the data active means normalized activity above about 1.9%;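 further: purified mutant Fbw7 with reduced substrate affinity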
TEAD-YAP inh – TEAD-YAP interaction inhibition; 640,000 tested, 1.4% active; HEK-TIYL cells, TEAD-Gal4/YAP UAS-luciferase luminescence; inhibition, % at 9.12 µM; in the data active means inhibition above about 32%;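 further: 0% = median of test compound wells and 100% = reference inhibitor wells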
MITF inh – human MITF inhibition, primary screen | O75030 | AlphaScreen MITF homodimerization, bead proximity signal | inhibition, % at 2.6 µM | 650,000 tested, 0.91% active; in the data active means inhibition above about 50%;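 further: 0% = vehicle wells with protein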
Target sequence (O75030 whole entry, looked up): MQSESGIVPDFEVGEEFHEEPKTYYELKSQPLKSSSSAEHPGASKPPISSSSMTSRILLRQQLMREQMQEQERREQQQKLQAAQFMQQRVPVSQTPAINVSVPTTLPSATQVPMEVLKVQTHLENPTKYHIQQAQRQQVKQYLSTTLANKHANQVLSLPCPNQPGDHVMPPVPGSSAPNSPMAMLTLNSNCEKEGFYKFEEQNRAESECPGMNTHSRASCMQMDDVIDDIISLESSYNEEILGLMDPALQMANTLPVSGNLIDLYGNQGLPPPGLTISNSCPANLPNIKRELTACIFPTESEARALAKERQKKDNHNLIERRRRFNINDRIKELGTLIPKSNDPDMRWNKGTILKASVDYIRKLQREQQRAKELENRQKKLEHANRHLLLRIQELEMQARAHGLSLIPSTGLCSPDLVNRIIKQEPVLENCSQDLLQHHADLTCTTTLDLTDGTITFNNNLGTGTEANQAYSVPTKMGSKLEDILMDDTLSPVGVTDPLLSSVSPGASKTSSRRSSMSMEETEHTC
GPR151 activ – human GPR151 activation | 650,000 tested, 1% active | PathHunter beta-arrestin GPR151 cells, luminescence | activation, % at 11.2 µM; in the data active means activation above about 4.9%;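 further: 0% = median of compound wells and 100% = cells with positive control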
Target sequence (Q8TDV0 whole entry, looked up): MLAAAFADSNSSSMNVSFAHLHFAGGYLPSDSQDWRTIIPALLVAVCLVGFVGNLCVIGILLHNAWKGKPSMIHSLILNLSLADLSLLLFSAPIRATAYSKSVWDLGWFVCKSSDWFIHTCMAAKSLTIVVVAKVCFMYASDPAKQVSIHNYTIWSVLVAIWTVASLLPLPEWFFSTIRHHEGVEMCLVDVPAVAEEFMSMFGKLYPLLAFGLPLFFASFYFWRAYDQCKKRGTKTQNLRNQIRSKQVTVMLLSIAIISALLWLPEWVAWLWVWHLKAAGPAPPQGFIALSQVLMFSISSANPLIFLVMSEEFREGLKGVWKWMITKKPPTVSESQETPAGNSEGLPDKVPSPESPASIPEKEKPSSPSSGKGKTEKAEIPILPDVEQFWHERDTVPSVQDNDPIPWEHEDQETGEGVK
An asterisk follows results filed as active.

SMILES	FBW7 activator	TEAD-YAP inh	MITF inh	GPR151 activ
CCn1cc(C(=O)Nc2ccc3c(C)cc(=O)oc3c2)c(=O)c2ccc(C)nc21	0.3	-8.9	7.5	-2.2
COc1ccc(-c2cc(C(=O)Oc3cccc(C)c3)c3cc(C)ccc3n2)cc1	-0.1	1.2	-4.8	0.3
O=Cc1cccc(OCCOc2cccc(C=O)c2)c1	0.0	-32.0	-2.5	-0.2
Cc1ccc(CNS(=O)(=O)c2cc(C(=O)Nc3ccc(C)c(F)c3)ccc2F)cc1	0.5	-4.3	8.6	2.1
O=C(NCCCN1CCN(Cc2ccccc2)CC1)c1nnc(Cc2ccc(F)cc2)o1	-0.1	14.2	3.9	1.7
c1ccc(OCCNc2ccnc(Nc3ncccn3)n2)cc1	0.1	-0.5	3.4	-1.9
Cc1nn(C)cc1-c1cc2c([N+](=O)[O-])cc([N+](=O)[O-])cc2[nH]1	0.0	14.6	0.7	-0.1
FC(F)(F)c1ccc(Cn2cnc3c(Nc4ccc5c(c4)OCO5)nc(N4CCC(N5CCOCC5)CC4)nc32)cc1	-0.2	-2.9	5.8	-0.2
COCC(=O)N1CC[C@H]2[C@H](CCCN2C(=O)c2cc(CC(C)C)[nH]n2)C1	-0.2	10.4	13.2	0.6
COC(=O)C1=C(C)N=c2s/c(=C/c3ccc4c(c3)OCO4)c(=O)n2C1c1cccs1 (stereo not drawn)	0.1	-8.9	-17.9	-0.8
Cn1c(CN2CCCCC2)nc2cc(NS(=O)(=O)c3ccc(Cl)cc3)ccc21	0.2	2.6	0.3	0.6
CC(C)N(CCNC(=O)c1ccc(-c2ccc(C(=O)N3CCN(C)CC3)cc2)s1)C(C)C	0.3	2.3	-8.2	-1.7
COC(=O)C1CCCN1S(=O)(=O)c1ccc([N+](=O)[O-])cc1 (stereo not drawn)	0.7	4.6	-3.4	-0.2
C=CCn1c(SCCCCC)nc2sc3c(c2c1=O)CCC3	-0.1	-6.2	-4.7	0.1
Cc1cc(NC(=O)C2CCCN2C(=O)OCc2ccccc2)ccc1Br (stereo not drawn)	0.0	-2.9	-6.5	0.7
COC(=O)CNC(=O)C1CN(Cc2ccccc2)CCN1 (stereo not drawn)	-0.2	2.2	13.8	-1.6
Cc1ccc(NC(=O)c2ccc(S(=O)(=O)NCc3ccco3)cc2)c(C)c1	0.1	0.8	5.3	0.8
Cc1onc(-c2ccccc2Cl)c1C(=O)N1CCN(c2ccc(F)cc2)CC1	0.0	11.6	13.0	1.3
O=C(c1cccnc1)N1CCN(Cc2cccc3ccccc23)CC1	-0.7	-4.5	51.1*	0.4
O=C1CCCN1CCn1cnc2c(NCCN3CCOCC3)nc(N3CCc4ccccc4C3)nc21	0.0	-9.4	17.9	-1.5
Cc1ccc(-c2csc(=S)n2CC(=O)OCC(=O)NCc2ccco2)cc1	-0.2	0.5	-8.8	1.6
Cc1cccc(Nc2ncnc3sc4c(c23)CCCC4)c1	-0.1	-8.1	-6.8	0.6
CCCC(C)NC(=O)c1cc(C(=O)OC)cc([N+](=O)[O-])c1 (stereo not drawn)	-0.2	-9.4	13.4	-1.0
CCNC(=O)CN(c1ccc(C)cc1C)S(=O)(=O)c1ccccc1	0.0	5.2	4.0	-0.3
Cc1c([N+](=O)[O-])cc(C(=O)NCc2ccccc2)cc1[N+](=O)[O-]	-0.1	8.9	5.6	0.6
CCN(CC)CCCN(Cc1ccco1)C(=S)Nc1cc(Cl)ccc1OC	-0.2	10.8	-6.1	-0.7
Cc1ccc(-c2cncc(-c3cc(NCc4ccncc4)nc(C)n3)c2)cc1	-0.1	-11.1	0.5	0.4
Cc1ccc2c(nc3s/c(=C\c4ccc(-c5ccc(F)cc5)o4)c(=O)n32)c1C	-0.1	3.4	-16.2	0.9
COc1ccccc1-n1c(CNC(=O)c2ccccc2F)n[nH]c1=S	-0.1	5.8	-64.2	0.8
O=C(CSc1nc2ccccc2c(=O)n1-c1ccccc1)c1ccc(F)cc1	-0.1	12.1	-5.9	0.1
CC1=C(C(=O)OCCc2ccccc2)C(c2cccc(Cl)c2Cl)C2=C(CCCC2=O)N1 (stereo not drawn)	0.4	7.6	7.1	-0.8
COC(=O)c1ccc(COc2ccccc2C=O)o1	0.1	-0.7	6.6	4.4
O=C1Nc2cc(C(=O)N3CCCCC3)ccc2NC1CSCc1ccccc1Cl (stereo not drawn)	-0.2	3.0	1.4	3.9
COc1ccc(CNC2CC(=O)N(c3ccc(Cl)cc3)C2=O)cc1OC (stereo not drawn)	-0.1	-0.6	-2.0	-0.7
c1csc(C(c2nnnn2C2CCCC2)N2CCOCC2)c1 (stereo not drawn)	1.0	2.8	6.8	1.3
COc1ccc(C(=O)OCC#N)cc1S(=O)(=O)N1CCN(c2cccc(Cl)c2)CC1	0.1	-0.6	17.8	-0.5
COC(=O)C1=C(N)N(c2ccc(Br)cc2)C2=C(C(=O)CCC2)C1c1ccc(OC)cc1 (stereo not drawn)	-0.2	0.4	5.9	-1.0
NC(=O)NCCCC(=O)OCC(=O)c1ccc(Br)s1	-0.2	-2.1	-12.5	2.1
NC(=O)Cn1c(=O)n(Cc2ccco2)c(=O)c2oc3ccccc3c21	0.2	4.8	5.6	0.2
O=C(Oc1ccc2c3c(c(=O)oc2c1)CCCC3)c1ccccc1	0.1	5.3	2.7	-1.2

Entries of single compounds, looked up by structure. Order of values: FBW7 activator | TEAD-YAP inh | MITF inh | GPR151 activ
Listed for CCn1cc(C(=O)Nc2ccc3c(C)cc(=O)oc3c2)c(=O)c2ccc(C)nc21 = 0.3 | -8.9 | 7.5 | -2.2
Listed for CCCC(C)NC(=O)c1cc(C(=O)OC)cc([N+](=O)[O-])c1 (stereo not drawn) = -0.2 | -9.4 | 13.4 | -1.0

The listing picks up; the 4 compounds before the break are reprinted first.
SMILES	FBW7 activator	TEAD-YAP inh	MITF inh	GPR151 activ
COC(=O)C1=C(N)N(c2ccc(Br)cc2)C2=C(C(=O)CCC2)C1c1ccc(OC)cc1 (stereo not drawn)	-0.2	0.4	5.9	-1.0
NC(=O)NCCCC(=O)OCC(=O)c1ccc(Br)s1	-0.2	-2.1	-12.5	2.1
NC(=O)Cn1c(=O)n(Cc2ccco2)c(=O)c2oc3ccccc3c21	0.2	4.8	5.6	0.2
O=C(Oc1ccc2c3c(c(=O)oc2c1)CCCC3)c1ccccc1	0.1	5.3	2.7	-1.2
CC(=O)c1cccc(NC(=O)C(=O)Nc2ccc3nc4n(c(=O)c3c2)CCCCC4)c1	-0.1	-0.5	-2.4	0.2
O=C(CSc1nc2cc3c(cc2c(=O)n1Cc1ccc(C(=O)N2CCN(c4ccccc4)CC2)cc1)OCO3)NCCc1ccccc1	-0.1	1.5	-6.4	-0.2
COc1ccc(N2CCN(C(CNS(=O)(=O)c3ccc(Cl)cc3)c3ccco3)CC2)cc1 (stereo not drawn)	0.5	5.6	18.9	-1.6
O=C(NC(=O)C(F)(F)F)Nc1cc(C(F)(F)F)cc(C(F)(F)F)c1	0.1	12.6	-3.0	0.5
COc1ccc(C(C)=O)cc1CC1(c2ccc3c(c2)OCO3)C(=O)Nc2cc(F)ccc21 (stereo not drawn)	-0.1	8.2	-8.0	-0.8
CCCC(=O)Nc1cc(C2CC2)nn1-c1nc2c(c(=O)[nH]1)CCC2	-0.2	4.5	-0.9	-1.1
COCCN1C(=O)/C(=C/c2c(F)cccc2Cl)C(C(=O)OC)=C1C	0.1	-2.1	4.2	1.4
COc1ccc(C2CC(=O)N(Cc3cccc(F)c3)c3ccccc3S2)cc1OC (stereo not drawn)	-0.1	13.5	0.7	0.9
COC(=O)c1ccc(COc2ccc(/C=N/Nc3nc(C)cc(C)n3)cc2)cc1	0.0	-27.4	-8.4	0.3
CC1=C(C#N)C(=O)N(C)C(=O)/C1=C/c1ccc(-c2ccc(Cl)cc2)o1	0.2	11.1	16.7	-0.2

Quoted from the listing:
Reading for `CC1=C(C#N)C(=O)N(C)C(=O)/C1=C/c1ccc(-c2ccc(Cl)cc2)o1` in TEAD-YAP inh: 11.1
Reading for `O=C(CSc1nc2cc3c(cc2c(=O)n1Cc1ccc(C(=O)N2CCN(c4ccccc4)CC2)cc1)OCO3)NCCc1ccccc1` in GPR151 activ: -0.2
Reading for `COc1ccc(C(C)=O)cc1CC1(c2ccc3c(c2)OCO3)C(=O)Nc2cc(F)ccc21` (stereo not drawn) in FBW7 activator: -0.1
Reading for `O=C(NC(=O)C(F)(F)F)Nc1cc(C(F)(F)F)cc(C(F)(F)F)c1` in TEAD-YAP inh: 12.6

Further records
SMILES	FBW7 activator	TEAD-YAP inh	MITF inh	GPR151 activ
COc1ccc(-c2n[nH]c(=S)n2/N=C/c2cc(OC)ccc2OC)cc1	0.1	9.8	55.2*	0.6
Cc1cc(OCCCNCCO)cc(C)c1Cl	0.2	1.1	20.4	-1.8
O=C1C=C(Nc2ccccc2Br)CCC1	0.0	7.4	-6.7	-0.4
Cc1ccc(-n2nc3c(c2NC(=O)c2ccc(Br)o2)CSC3)cc1	0.0	5.7	6.4	1.1
CC(C)c1nc(SCC(=O)Nc2cc(Cl)ccc2C#N)n[nH]1	0.3	-4.5	6.7	0.1
Cc1cccc(N=C2NC(=O)c3cccc([N+](=O)[O-])c32)c1	-0.1	-3.7	-0.7	0.1
COC(=O)c1ccccc1Oc1nc(C)cc(C)n1	-0.1	2.2	8.1	-0.1
Cc1ccc2c(c1)c(=O)c1ccccc1n2CCCC(=O)Nc1ccc(C)c(C)c1	0.3	-0.2	-8.2	-0.5
Cc1cc(C)c(C(=O)Nc2ccc(-c3cn4c5c(nnc4n3)CCCC5)cc2)c(=O)[nH]1	0.1	-13.8	21.5	-0.8
C=CCn1c(COc2ccc(Cl)cc2)nnc1SC(C)C(=O)NC(N)=O (stereo not drawn)	1.1	8.2	-2.5	-1.3
CSCCOC(=O)COc1ccc(/C=N/NC(=O)CSCc2ccccc2)cc1	0.2	2.9	2.0	0.4
Cc1ccc(-c2cc3c(=O)n(Cc4nc(-c5ccc(Br)cc5)no4)ccn3n2)cc1	0.0	-21.3	-3.8	-1.8
N#Cc1c(N2CCCCC2)nc(-c2ccco2)c2c1CCCC2	0.3	14.0	16.1	0.0
CC(C)c1ccc(NC(=O)C2C3C=CC4(O3)C2C(=O)N(Cc2ccccc2)C4C(=O)NC2CCCC(C)C2C)cc1 (stereo not drawn)	0.0	-0.7	0.0	-1.0
CCOC(=O)C(CCC#N)(CCC#N)C(=O)OCC	0.2	6.2	11.9	-1.1
CCn1c(SCC(=O)Nc2cc(N)ccc2C)nnc1-c1ccc(O)cc1	0.1	0.9	12.0	-1.0
Cc1ccc(S(=O)(=O)NC(=O)N2CCC(C)CC2)cc1	0.0	1.8	-5.7	3.0
O=C(COC(=O)COc1ccccc1)Nc1ccc(F)cc1	-0.1	5.7	-5.1	-0.5
Cc1nn(C)c(C)c1-c1nc(NCc2ccccc2)c2ncn(-c3ccccc3)c2n1	0.0	-22.8	5.7	1.1
CCN(c1ccc(OC)cc1)S(=O)(=O)N1CCCC(C(=O)O)C1 (stereo not drawn)	0.0	-6.4	-7.3	-1.0
O=C(c1cccc(Br)c1)N1CCCC1	0.0	-5.2	20.0	-0.9
CCN(CC)CCNC(=O)c1nn(-c2ccc(OC)cc2)c(=O)c2ccccc12	0.1	0.9	0.1	-0.1
COc1ccccc1N1CCN(CC(=O)Nc2ccc(C(=O)N3CCCC3)cc2)CC1	-0.2	-0.4	4.4	2.8
Oc1ccc(NC(=S)N2CCOCC2)cc1	-0.2	5.3	-2.3	-1.0
COC(=O)c1c(NC(=O)CSc2nnc3ccccn23)sc2c1CCC2	0.2	3.0	16.9	3.3
CCOc1ccc(C(=O)Nc2c3c(nn2-c2ccc(Cl)cc2)CSC3)cc1	0.0	15.9	3.6	-0.2
CC1=NNC(=O)C1CC(=O)N/N=C(/C)c1ccc([N+](=O)[O-])cc1 (stereo not drawn)	-0.1	-1.6	0.8	0.8
Cc1ccc2oc(=O)c3cnn(CC(=O)NCCc4c[nH]c5ccccc45)c3c2c1	0.0	12.8	5.5	-0.1
NC(=O)NC1(C(F)(F)F)Oc2ccccc2O1	0.4	-9.7	16.2	0.2
O=S(=O)(NCCCN1CCOC(c2ccccc2)C1)c1ccccc1 (stereo not drawn)	0.3	6.4	-15.6	-0.8
O=C(CC12CC3CC(CC(C3)C1)C2)Nc1nnc(-c2ccccc2)s1	0.0	4.5	4.8	-0.1
COc1ccc(NC(=O)c2nc(SC)ncc2Cl)cc1Cl	-0.2	-2.2	5.6	1.7
S=C(c1c[nH]c2ccccc12)N1CCCCC1	-0.1	-2.6	12.7	-0.2
Nc1ncnc(Oc2ccccc2F)c1[N+](=O)[O-]	0.5	2.7	16.7	4.1
CCn1c(SCc2nc(-c3cccs3)no2)nnc1-c1ccncc1	-0.1	0.1	1.9	0.4
CC[C@@H]1NC(=O)[C@H]2CN(C(=O)c3ccccc3Cl)CCN2C1=O	0.2	2.1	3.5	1.7
O=C1c2ccccc2S(=O)(=O)N1Cc1c(Cl)cccc1Cl	0.2	-15.3	-20.4	-1.1
Cc1cc2oc3c(c(=O)c2cc1C)C(c1ccc(O)cc1)N(CCCN(C)C)C3=O (stereo not drawn)	0.4	-9.3	3.7	-0.5
CC(=O)c1ccc(NC(=S)NC(=O)Cc2ccccc2)cc1	-0.1	-45.5	-8.4	0.5
O=C(Nc1ccc(Cl)c(Cl)c1)c1ccc(OCc2ccccc2)cc1	-0.1	3.8	2.8	0.2
CC(=O)Nc1nc2ccc(N=Cc3nc(-c4ccc(C)cc4)oc3O)cc2s1	0.2	2.3	18.9	0.7
COc1ccc(S(=O)(=O)N(Cc2cccn2C)C2CC2)cc1Cl	0.7	12.6	18.6	1.1
Nc1ccc(-c2nnn(CC(=O)Nc3ccccc3)n2)cc1	-0.2	4.5	-4.1	-0.1
O=C(CC1SC(=O)NC1=O)Nc1ccc(Cl)cc1 (stereo not drawn)	-0.1	-4.9	12.4	-0.6
COc1ccc(C2=N/C(=C\c3c(F)cccc3Cl)C(=O)O2)cc1OC	0.0	-3.1	3.7	1.4
N#Cc1ccccc1-n1ccc2ccccc21	0.0	-5.2	-1.5	4.4
